Screens deposited in PubChem by several laboratories.
Avidin fluor – compound fluoresces at 488/530 nm on avidin beads. AID 1775. compound fluorescence 488/530 nm, flow cytometry; hits give high values. hit rate 0.38% among 220,000. fluorescence (KMESF) at 10 µM; in the data active = fluorescence above about 47; note: inactives centre near 10
Pf gamet viab – P. falciparum stage V gametocyte viability inhibition; P. falciparum stage V gametocytes, ATP luminescence, 24 h; inhibition, % at 10.9 µM; hit rate 0.065% among 150,000; AID 743093;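 active = inhibition above the mean plus 3 SD of compounds within the control limits, set per campaign, cut at about 38% in these data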;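 note: 0% = DMSO wells and 100% = medium only without gametocytes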
Rab7 wt modul – alters GTP binding to wildtype dog Rab7; GST-Rab7 beads, fluorescent GTP binding, flow cytometry; actives lie on both sides; untreated = 100%, excess cold GTP = 0%; GTP binding activity (percent of control), % at 10 µM; hit rate 0.055% among 190,000;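 active = fluorescent GTP binding to Rab7 beads changed by at least 20 points from the 100% baseline, either direction, mostly lower; inconclusive = compound itself probably fluorescent, or too few beads counted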;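 note: median green fluorescence of bound Bodipy-FL-GTP per Rab7 bead population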
GSH bead fluor – GSH bead compound fluorescence profile | AID 1776 | hit rate 0.25% among 190,000 | GSH beads flow cytometry, compound fluorescence 488/530 nm; hits give high values | fluorescence (KMESF) at 10 µM; in the data active = fluorescence above about 89;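 note: glutathione beads carrying GST-tagged Bcl family fusion proteins plus one bare bead set; values are compound well signal with DMSO vehicle wells as background; inactives centre near 16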
Mcl1-Bid inh – Mcl-1/Bid interaction inhibition | TR-FRET Mcl-1/Bid-Dy647 peptide binding, 1536-well | inhibition, % at 21.7 µM | hit rate 0.97% among 220,000 | AID 1021;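 active = compounds that cut the binding signal by more than half at the single screening dose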;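 note: His-tagged Mcl-1 with europium anti-His antibody binding Bid BH3 peptide; 0% = Mcl-1 plus peptide wells and 100% = peptide-only wells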
Target sequence (Q07820 whole entry, looked up): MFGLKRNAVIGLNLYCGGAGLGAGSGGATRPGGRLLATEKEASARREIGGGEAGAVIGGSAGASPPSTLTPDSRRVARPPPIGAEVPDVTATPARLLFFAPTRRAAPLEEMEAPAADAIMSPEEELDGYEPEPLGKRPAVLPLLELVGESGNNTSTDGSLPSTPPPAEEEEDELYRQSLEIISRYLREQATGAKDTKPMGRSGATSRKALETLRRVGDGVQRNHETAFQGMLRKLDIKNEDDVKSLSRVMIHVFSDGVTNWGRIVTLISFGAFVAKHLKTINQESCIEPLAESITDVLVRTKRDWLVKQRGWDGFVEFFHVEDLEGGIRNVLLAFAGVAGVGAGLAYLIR
HRas wt GTP bind – changes GTP binding to wildtype human HRas; hit rate 0.14% among 190,000; P01112; GTP binding activity, % at 10 µM; GST-Ras wt beads, Bodipy-FL-GTP binding, flow cytometry; actives lie on both sides; AID 759;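 active = GTP binding activity at least 20% away from the 100% baseline, either lowered as inhibitor or raised as activator; inconclusive = flagged as likely green fluorescent, judged across all proteins in the well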;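 note: 0% = unlabeled GTP competition control and 100% = no-compound control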
Target sequence (P01112 whole entry, looked up): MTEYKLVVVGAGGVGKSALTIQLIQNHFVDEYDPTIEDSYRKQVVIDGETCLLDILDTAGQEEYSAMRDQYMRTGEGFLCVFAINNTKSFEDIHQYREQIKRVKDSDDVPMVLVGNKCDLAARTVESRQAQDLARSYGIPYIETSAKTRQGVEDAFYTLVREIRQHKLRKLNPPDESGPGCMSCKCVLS
Mcl1 Noxa PPI – disrupts binding of human Mcl-1 to Noxa peptide; TR-FRET Mcl-1/Noxa peptide binding, 2 h; hit rate 1.5% among 220,000; inhibition, % at 21.7 µM; AID 1022; Q07820;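 active = compounds that cut the protein-peptide binding signal by more than 50% relative to plate controls in a single-dose test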;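 note: His-tagged Mcl-1 with rhodamine Noxa BH3 peptide and terbium anti-His antibody; 0% = Mcl-1 plus Noxa peptide wells and 100% = peptide-only wells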
Cdc42 wt GTP – changes GTP binding to wildtype human Cdc42. P60953. GST-Cdc42 beads, Bodipy-GTP binding, flow cytometry; actives lie on both sides. percent activity (GTP binding), % at 10 µM. hit rate 0.2% among 190,000;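 active = percent activity GTP binding at least 20 points away from the 100% baseline, either down as inhibitor or up as activator; inconclusive = compound flagged as likely green fluorescent from well-wide comparison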;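 note: median bead fluorescence of bound Bodipy-FL-GTP at 100 nM; 0% = excess unlabeled GTP control and 100% = no compound control; below 100% means less GTP binding so inhibitor and above means activator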
Target sequence (P60953 whole entry, looked up): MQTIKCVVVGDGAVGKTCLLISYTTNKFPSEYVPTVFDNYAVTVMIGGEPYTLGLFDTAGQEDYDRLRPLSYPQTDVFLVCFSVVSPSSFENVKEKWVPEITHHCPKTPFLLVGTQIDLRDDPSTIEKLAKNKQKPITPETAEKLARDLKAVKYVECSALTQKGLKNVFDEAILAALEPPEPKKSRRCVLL
Rac1 act GTP bind – human Rac1 activated mutant GTP binding change; P63000; GST-Rac1 activated beads, fluorescent GTP binding, flow cytometry; actives lie on both sides; 100% means binding = to untreated wells; percent activity (GTP binding), % at 10 µM; hit rate 0.11% among 190,000;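 active = GTP binding at least 20 percentage points away from the 100% baseline, in either direction, so actives lie on both sides; inconclusive = Compound likely fluorescent itself, or too few beads counted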
Rab2 wt GTP – changes GTP binding to wildtype dog Rab2A, up or down. GST-Rab2 wt beads, Bodipy-GTP binding, flow cytometry. GTP binding activity, % at 10 µM. hit rate 0.19% among 190,000. AID 760;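 active = GTP binding activity at least 20 points away from 100%, either lowered or raised; inconclusive = signal likely due to the compound's own green fluorescence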;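 note: 0% = beads with excess unlabeled GTP and 100% = no-compound control corrected for plate trend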
Rac1 wt GTP bind – alters GTP binding to wildtype human Rac1. GST-Rac1 beads, fluorescent GTP binding, flow cytometry; actives lie on both sides; 0 = cold GTP competed, 100 = untreated. GTP binding activity (% of control), % at 10 µM. hit rate 0.27% among 190,000. AID 757;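 active = GTP binding activity at least 20 points away from the 100% control level, either lower or higher; inconclusive = compound flagged as likely green fluorescent, judged across all proteins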
* = called active by the depositor; ? = inconclusive; nt = not tested or not shown.

SMILES	Avidin fluor	Pf gamet viab	Rab7 wt modul	GSH bead fluor	Mcl1-Bid inh	HRas wt GTP bind	Mcl1 Noxa PPI	Cdc42 wt GTP	Rac1 act GTP bind	Rab2 wt GTP	Rac1 wt GTP bind
CC(C)C(=O)Nc1ccccc1Cc1ccccc1	5	nt	100	11	-13	96	10	95	92	94	98
CCN(CC)C1=CC(=O)OC12CCCCC2	12	5	100	11	-19	100	14	100	101	99	105
O=C(Nc1cccc(N2CCCC2)c1)c1cccs1	18	nt	100	27	-67	100	51*	101	97	98	100
CN1Cc2c(N)cccc2C(c2ccccc2)C1 (stereo not given)	10	nt	97	23	0	98	8	99	98	97	103
COc1cccc(NC(=O)CN2C(=O)NC(C)(CC(C)C)C2=O)c1 (stereo not given)	10	-12	107	12	-14	103	-19	96	98	98	102
C=CCn1c(C(C)NC(=O)c2ccc(C)cc2)n[nH]c1=S (stereo not given)	3	-7	99	11	-5	99	12	100	97	98	103
Cc1ccc(OCC(=O)Nc2ccc(N3CCN(S(C)(=O)=O)CC3)cc2)c(C)c1	14	3	96	13	3	97	26	97	95	95	103
CCOC(=O)c1ccc(N2C(=O)CC(N3CCC(O)(c4ccc(Cl)cc4)CC3)C2=O)cc1 (stereo not given)	15	nt	97	14	-4	97	27	96	93	95	94
CC(=O)NC(Cc1ccc(C)cc1)C(=O)NC1CCN(C(=O)c2cnccn2)CC1 (stereo not given)	8	21	100	14	-20	99	-2	104	98	99	104
COc1ccc(CC(=O)NNC(=O)c2cccnc2)cc1OC	9	15	94	9	-9	93	-15	92	91	90	89
CCCCC(=O)Nc1cc(NC(=O)CCCC)cc(C(=O)O)c1	13	nt	103	14	3	101	-2	103	98	102	100
COCCNc1cc(C)nc2ccccc12	7	-12	110	13	-8	104	8	105	100	106	112
[O-][n+]1c2c(nn1-c1ccccc1)/C(=N/O)CCC2	12	14	95	10	-22	98	5	100	98	96	105
CCOC(=O)Cc1cc(=O)n2[nH]c(C)c(C#N)c2n1	32	nt	99	21	3	100	-4	101	99	98	101
O=C(O)c1cc(Cl)c2c(c1)[C@@H]1C=CC[C@@H]1[C@H](c1ccc(S(=O)(=O)N3CCOCC3)cc1)N2	2	nt	97	10	-7	93	23	92	93	90	94
COC(=O)c1sc2ccccc2c1NC(=O)c1ccc(S(=O)(=O)N2CCCCC2C)cc1 (stereo not given)	4	-101	99	14	-3	101	-12	98	101	98	101
COc1ccc(CNC(=O)c2csnn2)cc1	4	nt	96	33	9	98	20	96	96	97	97
O=C(Cn1cc([N+](=O)[O-])cn1)Nc1nccs1	11	6	99	11	-12	100	-1	100	98	98	104
CSc1ncccc1C(=O)OCn1nnc2ccccc2c1=O	23	nt	96	10	-16	100	-1	101	98	98	102
COc1ccc2c(-c3ccccc3)cc(SC(C)C(N)=O)nc2c1 (stereo not given)	5	11	105	22	-104	101	-313	93	95	99	103
O=C1CC(c2ccccc2)CC(O)=C1C=NCCc1ccccc1 (stereo not given)	9	9	102	14	-20	98	-8	94	95	98	94
CN(CCc1cnn(C)c1)Cc1nc(CC2CC2)no1	0	-14	96	13	-27	95	-18	92	91	95	90
Cn1c(Cl)c(/C=N/OC(=O)c2ccccc2Cl)c2ccccc21	6	19	98	31	-17	101	-20	100	99	100	104
Cc1ccsc1/C=N/NC(=O)CN1CCN(S(=O)(=O)c2ccc(Br)cc2)CC1	18	3	94	11	15	96	11	98	96	97	99
COc1cccc(NC(=S)NN=C2CCCCCC2)c1	7	-17	96	26	-57	93	-18	95	96	95	96
COc1cccc(N2CCN(C(=O)CSc3ccc(F)cc3)CC2)c1	11	0	99	13	-38	100	8	98	97	100	101
O=C(C1CCN(Cc2ccccc2)CC1)N1CCCC1	24	8	100	26	38	97	17	100	96	97	101
CCOc1ccc(NC(=O)N2CCC(NC(=O)C(Cc3ccc(OC)c(OC)c3)NC(C)=O)CC2)cc1 (stereo not given)	21	nt	90	11	0	90	-1	92	92	92	92
CN1C(=O)CSc2ccc(NC(=O)N3CCN(c4ccccn4)CC3)cc21	11	-1	98	12	7	101	23	101	99	101	103
Cc1cc(C(=O)N2CCN(c3ccc([N+](=O)[O-])cc3)CC2)no1	4	-13	101	10	-9	99	16	96	94	100	97
Cc1cccc(-n2c(SCc3ccc([N+](=O)[O-])cc3)nnc2-c2c[nH]c3ccccc23)c1	10	19	94	15	-3	98	13	95	96	99	102
CC(OC(=O)C1=Cc2ccccc2OC1)C(=O)NC1CCCC1 (stereo not given)	12	nt	92	30	-12	94	-4	97	94	95	96
S=C(Nc1ccc(Br)cc1)NC1CCCCC1	11	-2	100	13	-18	102	7	103	104	102	106
N#Cc1c(-c2ccc(F)cc2)noc1N	16	nt	102	13	-22	106	3	105	100	104	109
CCc1ccc(NC(=O)/C(C#N)=C/c2cc3ccc(C)cc3nc2N2CCOCC2)cc1	7	12	107	11	3	101	-2	104	101	104	110
COC(=O)c1ccc(C(=O)NCCCCO)cc1	16	9	108	15	-8	101	-1	103	98	101	103
O=C(NCc1ccc2c(c1)OCO2)C1CCN(C(=O)Nc2ccc(Cl)cc2)CC1	13	6	103	8	-18	101	-5	101	98	100	101
COC(=O)CCC(=O)Nc1cccc2ccccc12	9	nt	102	33	-3	101	5	101	98	100	102
CC1=C(C(=O)OC(C)C)C(c2ccncc2)n2ncnc2N1 (stereo not given)	34	nt	?	17	-6	?	-13	?	?	?	?
Cc1nc(CSc2ccc(Cl)cc2)cc(NCc2ccccc2)n1	8	8	100	12	6	98	12	99	100	98	100

With a hit mark in Mcl1 Noxa PPI, of those listed so far:
SMILES	Avidin fluor	Rab7 wt modul	GSH bead fluor	Mcl1-Bid inh	HRas wt GTP bind	Mcl1 Noxa PPI	Cdc42 wt GTP	Rac1 act GTP bind	Rab2 wt GTP	Rac1 wt GTP bind
O=C(Nc1cccc(N2CCCC2)c1)c1cccs1	18	100	27	-67	100	51*	101	97	98	100

Going on with the list.
SMILES	Avidin fluor	Pf gamet viab	Rab7 wt modul	GSH bead fluor	Mcl1-Bid inh	HRas wt GTP bind	Mcl1 Noxa PPI	Cdc42 wt GTP	Rac1 act GTP bind	Rab2 wt GTP	Rac1 wt GTP bind
COc1ccc(C2N(c3ccc(F)cc3)C(=O)C3CCCN32)cc1 (stereo not given)	10	nt	?	20	7	?	7	?	?	?	?
COCc1nnc(NS(=O)(=O)c2ccc(C)cc2)s1	4	8	100	12	-28	98	4	98	99	100	100
CN(C)c1ccc(CN(C)C2CCCCC2)cc1	10	nt	95	7	-91	97	7	98	95	96	99
O=C(CCS(=O)(=O)c1cccs1)Nc1ccc(C(=O)NC2CCCC2)cc1	10	18	98	21	-22	97	3	96	94	97	100
COC(=O)Cc1[nH]nc2c1C1(C(=O)N(Cc3ccccc3)c3ccccc31)C(C#N)=C(N)O2 (stereo not given)	12	nt	98	31	-7	100	18	104	103	100	105
Cc1nn(-c2ccccc2)c(C)c1/C=C/C(=O)OCC(=O)NC1CCS(=O)(=O)C1 (stereo not given)	9	13	106	15	-45	98	5	96	96	99	96
COc1ccc(S(=O)(=O)N2CCCC(C(=O)N3CCCCCC3)C2)cc1 (stereo not given)	21	nt	96	27	-5	96	9	99	96	99	95
Cc1ccc(C)c(NC(=S)NCCSc2ccc(Cl)cc2)c1	5	nt	101	9	-41	100	15	99	99	100	102
O=c1[nH]c(-c2ccccn2)nc2ccccc12	6	nt	103	62	-27	100	-29	102	101	99	104
COc1ccc(S(=O)(=O)N2CCC(C(=O)NCCC3=CCCCC3)CC2)cc1OC	4	-5	104	14	-6	104	5	109	105	105	111
COc1ccc(C(=O)N/N=C/c2cc3ccccc3[nH]c2=S)cc1	7	nt	101	40	-107	103	44	105	101	101	109
CCN(CC)C(=O)Cn1cnc2c1c(=O)n(C)c(=O)n2C	21	10	103	11	-7	99	15	102	98	100	102
O=c1[nH]c(SCc2ccccc2Cl)nc2c1CCCC2	12	-2	102	14	-2	102	2	104	100	101	109
O=c1ccn(-c2cccc(C(F)(F)F)c2)nc1-c1ccn(-c2ccccc2F)n1	37	nt	101	19	12	103	-11	104	100	101	106
O=C(NCc1ccccc1Cl)C1CCCO1 (stereo not given)	10	nt	100	24	-29	101	-3	100	100	97	102
CCC(C)NC(=O)c1ccccc1NC(=O)c1ccc(CSc2ccc(C)cc2)cc1 (stereo not given)	12	nt	97	27	-17	96	-3	95	94	96	97
C/C(=N/NC(=O)C1CCCCC1)c1ccc([N+](=O)[O-])cc1	5	-5	104	6	-8	100	15	101	100	102	104
C=C1C2(C(=O)Nc3nccs3)CCC(C2)C1(C)C (stereo not given)	11	13	103	28	2	99	16	96	98	98	99
O=C(CSc1nc(O)cc(=O)n1-c1ccccc1)Nc1ccc(Br)cn1	10	14	99	12	-34	95	32	92	92	95	92
CCOC(=O)c1sc2ncn(C(C)C(=O)OC)c(=O)c2c1C (stereo not given)	21	3	101	11	-21	99	6	96	95	98	95
CC1CCCCN1C(=O)CSc1nnc(CSc2ncccn2)n1C (stereo not given)	21	-3	98	27	-21	104	6	103	99	101	101
COc1ccc(NC(=O)CSc2nnc(NC(=O)CN3CCOCC3)s2)cc1	12	nt	103	22	-28	100	17	101	98	98	99
CCCOC(=O)c1c(NC(=O)c2cnn3c2NC(c2ccccc2)CC3C(F)(F)F)sc2c1CCCC2 (stereo not given)	11	-13	102	21	12	103	-16	104	102	101	107
O=C(c1ccccc1)c1ccc(OCC(O)CN2CCN(S(=O)(=O)N3CCCCC3)CC2)cc1 (stereo not given)	16	-37	101	11	-20	100	3	99	98	99	102
Cc1ccc(Cn2c(-n3nc(C)cc3C)nc3c2c(=O)[nH]c(=O)n3C)cc1	8	-12	101	36	-30	100	-25	96	98	100	103
O=C(CCC(NC(=O)OCc1ccccc1)C(=O)OCc1ccccc1)NCC(=O)OCc1ccccc1 (stereo not given)	2	-3	100	11	-11	97	19	98	99	99	100
O=C(Nc1ccccc1OC(F)F)C1CCCN1C(=O)c1cccs1 (stereo not given)	14	-8	97	6	-8	100	10	102	104	99	107
NC(=O)COC(=O)c1oc2ccccc2c1CSc1ccc(Cl)cc1	7	-2	101	11	2	101	16	100	102	100	102
CCCOc1ccc(N2C(=O)C3ON(c4ccccc4)C(CCC)C3C2=O)cc1 (stereo not given)	9	2	101	10	-25	97	18	100	101	100	100
O=C(CNC(=O)c1ccccc1)OC(C(=O)Nc1cc(C(F)(F)F)ccc1Cl)c1ccccc1 (stereo not given)	11	-1	100	24	-14	105	13	102	99	101	101
CCN1C(=O)CC(C(=O)NC)SC1=Nc1cc(Cl)c(O)c(Cl)c1 (stereo not given)	10	-14	106	11	-7	104	22	102	101	104	110
CCOc1ccccc1NS(=O)(=O)N(C)C	6	21	93	15	-36	99	-17	98	97	96	98
